VHR inh abs: blocks human VHR1 dual specificity phosphatase | P51452 | recombinant VHR phosphatase, pNPP absorbance | inhibition, % at 13.3 µM | 0.52% of 290,000 active; in the data active means inhibition above about 50%; further: some compounds called inactive have numbers as strong as hits
Target sequence (P51452 whole entry, looked up): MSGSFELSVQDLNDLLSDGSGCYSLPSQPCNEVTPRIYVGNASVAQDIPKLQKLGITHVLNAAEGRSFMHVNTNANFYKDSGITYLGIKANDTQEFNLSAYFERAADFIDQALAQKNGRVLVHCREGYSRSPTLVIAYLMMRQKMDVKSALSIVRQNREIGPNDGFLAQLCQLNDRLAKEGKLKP
MazEF act: increases E. coli MazEF RNase cleavage of RNA | P0AE70 | FAM/BHQ RNA-DNA oligo cleavage fluorescence, 5 h | activation, % at 20 µM | 0.32% of 350,000 active; in the data active means activation above about 50%
Target sequence (P0AE70 whole entry, looked up): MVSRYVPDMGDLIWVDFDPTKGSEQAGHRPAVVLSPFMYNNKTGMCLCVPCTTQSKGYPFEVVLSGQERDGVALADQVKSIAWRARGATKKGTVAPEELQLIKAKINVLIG
BoNT-F LC inh: BoNT F light chain protease inhibition; Multiplex microsphere protease cleavage assay, flow cytometry; inhibition, % at 10 µM; 0.22% of 360,000 active; in the data active means inhibition above about 35%, passing the limit was not always enough; inconclusive means no clear call, values can overlap the other calls; further: plate controls were buffer without enzyme for full effect and enzyme alone for no effect
CCHFV vOTU inh: CCHFV vOTU protease inhibition; inhibition, % at 11.5 µM; 0.55% of 370,000 active; Pep-AMC fluorescence; in the data active means inhibition above about 30%; further: 0% = vehicle wells with enzyme and 100% = no enzyme wells
PrPC TRFRET: cell surface PrPC inhibition, primary TR-FRET screen. 0.43% of 370,000 active. P04156. TR-FRET read-out. inhibition, % at 13.8 µM; in the data active means inhibition above about 24%; further: 0% = median of the test wells and 100% = reference compound wells
Anthrax LF inh2: anthrax lethal factor protease inhibition; 0.12% of 360,000 active; inhibition, % at 10 µM; multiplex microsphere protease cleavage assay, LF; AID 588501; P15917; further: plate controls were buffer without enzyme for full effect and enzyme alone for no effect
BoNT A protease: blocks Botulinum neurotoxin A light chain protease; multiplex microsphere protease substrate cleavage, flow cytometry; inhibition, % at 10 µM; 0.17% of 360,000 active; AID 588499; further: plate controls were buffer without enzyme for full effect and enzyme alone for no effect
Rv3671c protease: Rv3671c (M. tuberculosis) protease inhibition | P9WHR9 | inhibition, % at 5.96 µM | 0.048% of 320,000 active | AID 2606; in the data active means inhibition above about 38%;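 further: extracellular domain of Rv3671c used as enzyme; 0% = enzyme with DMSO and 100% = no enzyme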
Target sequence (P9WHR9 whole entry, looked up, the tested form may be a part): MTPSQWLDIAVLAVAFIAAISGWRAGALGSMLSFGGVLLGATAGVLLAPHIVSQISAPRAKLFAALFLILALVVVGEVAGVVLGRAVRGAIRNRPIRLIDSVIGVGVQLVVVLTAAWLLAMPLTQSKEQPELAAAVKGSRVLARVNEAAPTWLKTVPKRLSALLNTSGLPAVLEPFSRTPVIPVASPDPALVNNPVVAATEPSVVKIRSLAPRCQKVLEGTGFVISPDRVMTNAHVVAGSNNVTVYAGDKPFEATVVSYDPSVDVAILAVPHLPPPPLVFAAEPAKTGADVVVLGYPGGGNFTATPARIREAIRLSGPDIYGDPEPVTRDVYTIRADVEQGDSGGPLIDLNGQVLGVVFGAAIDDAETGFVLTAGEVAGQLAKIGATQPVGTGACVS
SSB-PriA inh: inhibitors of Klebsiella pneumoniae PriA binding to SSB C-terminal tail; AlphaScreen SSBct-PriA binding, biotinylated peptide; 0.6% of 430,000 active; inhibition, % at 33 µM; in the data active means inhibition mostly above about 37%, no sharp cut-off; inactive means mostly below about 20%;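 further: plate controls were negative control peptide for no effect and reference peptide for full effect; strong numbers were not always called active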
SARS 3CLpro inh: SARS-CoV 3CLpro protease inhibition; AID 1706; recombinant SARS-CoV 3CLpro, quenched FRET peptide cleavage; P0C6X7; 0.14% of 290,000 active; inhibition, % at 6 µM; in the data active means inhibition above about 12%
Numbers without * were called inactive; ? = inconclusive; · = not tested or not shown. Unless noted, no stated cut-off is given here; in the data, active means inhibition above about 30%; inconclusive means no clear call, values can overlap the other calls; inactive means below that. Some of the compounds tested (hit frequency here may not be typical).

Each structure is followed by: VHR inh abs	MazEF act	BoNT-F LC inh	CCHFV vOTU inh	PrPC TRFRET	Anthrax LF inh2	BoNT A protease	Rv3671c protease	SSB-PriA inh	SARS 3CLpro inh
CC(C)C[C@@H](CSc1ccc(Br)cc1)N1CCN(CCc2ccccc2)CCC1=O
  3.5	-6.4	-4.4	13.0	-3.7	-7.9	-0.1	-1.7	-4.8	·
CCOc1ccc(N(CC(=O)NCCSCc2ccccc2Cl)S(C)(=O)=O)cc1
  43.0	-1.9	?	-3.9	7.9	-6.2	-6.1	·	-3.4	5.3
O=C(C1CCCN(Cc2ccc([N+](=O)[O-])cc2)C1)N1CCCCC1 (configuration not stated)
  -2.4	6.1	1.2	-0.9	-10.3	9.1	-1.8	11.4	-17.9	-6.7
COc1ccc(C(=O)N2CCN(Cc3ccc4c(c3)OCO4)CC2)cc1OC
  -27.6	13.2	?	-16.5	-3.0	-8.3	-6.6	-0.6	1.6	-1.8
CCOc1ccc(/C(O)=C2/C(=O)C(=O)N(c3ccccn3)C2c2ccc(F)cc2)c(C)c1 (configuration not stated)
  -13.7	16.0	-1.7	16.8	29.4*	3.3	-4.3	-2.9	·	7.9
COc1ccc(N2CCN(C(=O)CSc3nnc4c(C)cc5ccccc5n34)CC2)cc1
  10.5	3.8	-3.2	7.3	2.5	-2.2	-0.2	0.6	5.7	3.3
O=C(NC1CCCCC1)c1cc(F)cc2c1OCOC2
  27.1	2.1	·	1.4	10.1	·	·	3.0	-4.8	3.1
COc1ccc(CN2CC(C(=O)NCCN3CCOCC3)CC2=O)cc1 (configuration not stated)
  -5.8	-1.6	4.7	0.1	-5.7	-8.1	0.2	-3.2	2.2	3.6
O=C(O)CSC(C(=O)Nc1ccc(C(F)(F)F)cc1)c1ccccc1 (configuration not stated)
  5.4	3.6	-1.1	-0.1	2.5	6.8	-0.1	-6.7	-1.9	7.4
O=S(=O)(c1cccs1)N1CCN(Cc2nc3ccccc3s2)CC1
  16.9	1.4	-5.3	-10.1	4.0	-2.6	-0.1	0.1	-22.1	-2.3
Cc1occc1C(=O)NC(C)C12CC3CC(CC(C3)C1)C2 (configuration not stated)
  -14.0	-12.0	-8.0	5.5	-0.8	-14.3	-1.4	-8.7	-10.9	2.1
CCCCn1c(N)c(N(CCOC)C(=O)COc2ccc(OCC)cc2)c(=O)[nH]c1=O
  ·	-16.8	0.5	3.5	-8.6	2.3	1.7	-5.0	-5.4	·
C[C@@H]1CN([C@H](C)CO)C(=O)CCCn2cc(nn2)CO[C@H]1CN(C)S(=O)(=O)c1ccccc1C#N
  ·	3.4	-4.8	9.8	4.9	1.7	-0.2	·	·	·
CN(C)S(=O)(=O)c1ccc(NC(=O)CN2CCN(c3ccccn3)CC2)cc1
  8.8	-9.6	-16.9	-0.6	-1.4	14.0	1.8	8.7	-5.4	-3.8
CC1(C)CC(=O)C(N=Nc2c(Cl)cc(Cl)cc2Cl)=C(O)C1
  10.2	-1.6	-4.1	12.4	-3.0	-1.9	-0.5	1.9	-18.3	3.4

Some of the entries so far, in markdown:
| Structure | VHR inh abs | MazEF act | BoNT-F LC inh | CCHFV vOTU inh | PrPC TRFRET | Anthrax LF inh2 | BoNT A protease | Rv3671c protease | SSB-PriA inh | SARS 3CLpro inh |
| --- | --- | --- | --- | --- | --- | --- | --- | --- | --- | --- |
| CCOc1ccc(N(CC(=O)NCCSCc2ccccc2Cl)S(C)(=O)=O)cc1 | 43.0 | -1.9 | ? | -3.9 | 7.9 | -6.2 | -6.1 | · | -3.4 | 5.3 |
| CCOc1ccc(/C(O)=C2/C(=O)C(=O)N(c3ccccn3)C2c2ccc(F)cc2)c(C)c1 (configuration not stated) | -13.7 | 16.0 | -1.7 | 16.8 | 29.4* | 3.3 | -4.3 | -2.9 | · | 7.9 |
| O=C(NC1CCCCC1)c1cc(F)cc2c1OCOC2 | 27.1 | 2.1 | · | 1.4 | 10.1 | · | · | 3.0 | -4.8 | 3.1 |

Additional results follow.
Each structure is followed by: VHR inh abs	MazEF act	BoNT-F LC inh	CCHFV vOTU inh	PrPC TRFRET	Anthrax LF inh2	BoNT A protease	Rv3671c protease	SSB-PriA inh	SARS 3CLpro inh
N#Cc1cc(Oc2ccc(Cl)cc2)c(N2CCOCC2)cc1C#N
  ·	10.7	-7.2	2.7	0.7	-0.3	0.1	-3.3	-10.5	-2.6
CN(C(=O)c1cc(COc2c(F)cccc2F)on1)C1CCOC1 (configuration not stated)
  22.6	6.2	-8.4	-19.0	3.7	-0.4	-0.3	0.2	-2.2	2.6
COCc1cc(=O)c2ccccc2o1
  ·	5.2	-0.8	0.9	6.6	0.8	-0.1	-1.6	-10.2	·
O=C(NCCO)c1ccc2c3n(nc2c1)-c1ccc(Cl)cc1CO3
  14.9	2.2	-3.4	-9.5	-22.1	-8.7	-1.0	-15.9	-11.0	·
Cc1ccc(N2CC(C(=O)NCCC(C)C)CC2=O)cc1 (configuration not stated)
  13.3	3.2	14.2	1.9	-10.4	-0.3	1.2	-7.7	-7.5	2.5
CC(=O)Nc1nc2ccc(S(=O)(=O)N3CCCC3)cc2s1
  2.3	1.5	-7.3	-1.3	-0.5	17.6	1.5	-0.5	-4.9	4.5
Cc1ccsc1CN(C)CC(=O)NCC(=O)Nc1ccc(F)cc1
  ·	5.0	0.3	1.8	-1.7	-10.6	-2.1	1.0	-13.4	·
C#CC1(O)CCC2C3CCC4=C(CCC(=O)C4)C3CCC21C (configuration not stated)
  ·	7.9	1.6	4.5	-0.9	-6.8	-0.4	·	-11.7	·
COc1ccc(C(C)=O)cc1CN1C(=O)NC2(CCCCC2C)C1=O (configuration not stated)
  13.9	0.6	-17.9	2.0	2.4	-1.9	0.4	0.3	-2.3	4.3
Cc1cccc(NC(=O)Nc2ccc(OCc3ccccc3)cc2)n1
  35.6	11.5	-4.5	-0.3	7.8	-1.5	-0.9	-2.0	-7.4	1.3
CN1CCN(c2nc(C#N)cc(-c3ccccc3)n2)CC1
  20.5	-2.1	-10.0	9.3	1.9	0.5	0.0	-1.6	2.2	1.6
COc1ccccc1C(O)c1ncc(-c2ccccc2C)[nH]1 (configuration not stated)
  ·	·	2.3	-1.3	1.3	1.4	0.0	·	·	·
CC(C)(C)OC(=O)N1O[C@H]2CC1[C@@H]1[C@@H]2N=NN1CCc1ccncc1
  ·	-2.1	-4.2	3.3	1.9	2.2	-0.9	·	2.0	·
COc1ccc(-c2nc3cnccn3c2Nc2ccc3c(c2)OCO3)cc1
  34.0	13.0	-13.2	-0.5	8.5	-9.9	-0.9	7.8	36.2	3.4
O=C(CCCCCn1c(=S)[nH]c2ccc(N3CCOCC3)cc2c1=O)NCc1ccc2c(c1)OCO2
  27.7	-4.6	1.8	-24.0	-8.5	-8.9	0.4	4.7	-14.1	2.7
Cc1cccc(CS(=O)(=O)Cc2ccc(C(=O)NC(C)c3ccccc3)o2)c1 (configuration not stated)
  -3.6	9.1	7.1	0.9	2.2	-4.7	1.3	-1.0	-3.0	-5.1
O=C(Nc1ccc2c(c1)OCO2)C1CCN(c2ccc(S(=O)(=O)N3CCOCC3)cc2)CC1
  14.7	2.5	-9.2	-7.9	-2.7	0.2	0.0	-7.9	-19.8	1.9
COc1cc(C(=O)NCc2ccc(F)cc2)cc(Cl)c1OC
  1.3	-0.3	-1.2	-11.0	-1.0	-0.1	0.7	-2.7	-17.4	4.5
CC(C)CC(=O)Nc1ccc2c(c1)oc1ccccc12
  23.7	-0.8	-0.5	-5.1	-3.5	-4.7	-0.1	-4.2	-0.1	-2.2
CCOc1ccc(N2CC(C(=O)Nc3cccc(S(=O)(=O)NC4=NCCC4)c3)CC2=O)cc1 (configuration not stated)
  16.6	5.5	-0.7	-3.0	-4.3	-7.9	-0.2	-3.9	1.2	-0.2
CCCCNC(=O)c1onc(CSc2cccc(OC)c2)c1C(=O)O
  20.9	-3.4	-3.6	8.9	0.4	-6.7	-0.6	-2.3	-16.2	5.0
CCOc1cc(C(F)(F)F)cnc1/C(N)=N/O
  36.0	10.2	?	2.2	-2.1	4.5	-11.4	5.1	·	-1.3
COc1ccc(C2(C)NC(=O)N(CC(=O)NCCC3=CCCCC3)C2=O)cc1OC (configuration not stated)
  -16.6	-9.5	4.8	7.6	5.8	-0.1	-0.3	0.2	-7.0	-6.7
COc1ccc(C(=O)c2ccccc2C(=O)c2ccccc2)cc1
  ·	4.9	-6.8	11.3	-2.7	-5.6	0.3	·	-8.0	·
O=C(O)C1C2C=CC3(O2)C1C(=O)N1c2ccccc2COC13 (configuration not stated)
  -3.9	-5.8	-5.5	9.0	5.1	2.1	0.2	-1.6	-10.1	3.0
COc1cc(/C=C2\C(=N)N3N=C(S(C)(=O)=O)SC3=NC2=O)ccc1OS(=O)(=O)c1ccc(C)cc1
  7.8	4.5	-4.3	10.1	-3.5	-2.0	-2.5	-12.3	5.8	4.9
Cc1ccccc1C(=O)NNC(=S)NC(=O)c1cccnc1
  -7.4	2.6	0.1	10.9	8.3	-0.8	0.1	2.5	-4.9	-0.5
COc1cc2c(cc1OC)C(=Cc1ccc(N(C)C)cc1)C=C2
  ·	11.6	-7.3	-8.7	1.6	-5.3	-0.6	·	39.6	·
Cc1ccc(Cl)cc1NC(=O)Cn1nc(-c2cccs2)ccc1=O
  12.5	-1.8	-3.3	-15.8	-14.0	-5.7	-2.3	-25.3	-0.4	-6.7
O=C(O)c1cccc(Sc2ccc(Br)cc2C(=O)O)c1
  ·	6.1	-0.9	-2.5	-1.0	-4.7	0.8	4.2	3.8	·
CS(=O)(=O)c1ccc2nc(NC(=O)c3cccc([N+](=O)[O-])c3)sc2c1
  -32.2	5.3	·	15.5	-3.8	·	·	-3.8	-15.8	2.3
O=C(O)CCCCCNS(=O)(=O)c1cccc2c1C(=O)c1ccccc1C2=O
  2.9	-4.5	-5.7	0.3	-63.6	0.0	0.2	-6.9	-0.7	5.2
O=C1C2CCCN2C(c2cccs2)N1c1ccccn1 (configuration not stated)
  14.3	9.9	-26.0	-9.0	-2.2	-3.0	-0.2	0.1	-13.2	0.6
Cc1ccc(S(=O)(=O)N2CCN(C(=O)N3CCOCC3)CC2)cc1C
  -7.8	4.6	14.9	4.0	-5.5	-4.0	0.0	-1.3	-10.1	0.5
CCN(CC(=O)NCc1ccc(F)cc1)C(=O)/C=C/c1ccc(OC)cc1
  18.7	5.3	1.5	7.5	-13.6	-0.6	-0.6	-3.1	7.4	-6.8
C/C=C/C(=O)OCC(=O)Nc1cc([N+](=O)[O-])ccc1Cl
  -2.2	0.5	-2.1	10.0	-27.8	-1.6	-0.3	2.1	-8.2	0.7
C=CCNC(=O)c1c(N)n(Cc2ccco2)c2nc3ccccc3nc12
  28.6	0.4	-7.0	-112.5	0.7	5.2	10.2	-12.8	-18.8	-2.6
COc1ccc(S(=O)(=O)Nc2ccc(F)c(F)c2)cc1Cl
  6.5	-1.1	-10.5	3.3	5.5	1.7	0.2	-2.2	-21.4	6.4
C[C@H](CO)N1C[C@H](C)[C@@H](CN(C)C(=O)Nc2ccc(C(F)(F)F)cc2)Oc2c(cccc2N(C)C)C1=O
  ·	6.2	-4.9	14.0	-6.4	-1.5	-0.2	-3.1	-19.0	·
C[C@@H]1NC(=O)c2cc([N+](=O)[O-])cc(I)c2OCC[C@@H](C(=O)NC(CC(=O)O)C(N)=O)NC(=O)[C@H](CC(N)=O)NC1=O (some centres not stated)
  3.9	2.5	·	·	·	·	·	4.3	4.0	-2.4
CC(=O)NC(c1cc(Cl)c2ccccc2c1O)C(C)C (configuration not stated)
  ·	1.7	-6.3	0.6	0.4	-0.5	0.1	-9.4	-5.4	·
Cc1cc(/C=C2\C(=O)NN(c3ccccc3)C2=O)c(C)n1-c1ccccc1O
  18.8	-86.8	-11.2	-11.8	1.0	-0.7	-1.2	-6.3	0.5	2.9
NC(=O)Cn1cc(C(=O)C(=O)N2CCOCC2)c2ccccc21
  4.4	4.6	-8.4	4.7	-5.5	-1.4	-1.0	-2.8	-13.1	-1.8

High-throughput results as filed in PubChem.
